Assay outcomes deposited in PubChem by National Center for Advancing Translational Sciences (NCATS).
FUS suppressor: rescues growth of FUS-expressing yeast. S. cerevisiae FUS-expressing, growth rescue, OD600, 24 h. Potency, µM (doses to about 76.6 µM), for inactives: top-dose growth rescue (activation), actives largely listed as activators. actives 0.24% (n = 390,000);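 further: plate controls were DMSO vehicle for no effect and reference control for full effect; nearly all actives have a fitted effect of over 55% in size; some results filed as inactive show a strong effect at the top dose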
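S. cerevisiae expressing FUS from galactose induction served as the toxicity model. Growth after 24hr at 30C, read as absorbance at 600 nm, indicates suppression of toxicity; compounds dosed at several concentrations.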
Abeta yeast res: A-beta toxicity reversal in yeast | actives 0.063% (n = 410,000) | Potency, µM (titrated, usually from 46.1 µM), for inactives: top-dose growth rescue, usual class: activators | AID 1347071 | yeast expressing A-beta42, growth rescue, OD600, 48 h; response scale: 0% DMSO, 100% iron-clioquinol control; further: nearly all actives have a fitted effect of over 55% in size
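Yeast A-beta toxicity model in growth medium with pinned compounds, 48 h at 30 C; growth read as absorbance at 600 nm. Normalized to FeCl3/clioquinol equimolar mix (positive) and DMSO (negative).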
* = called active by the depositor; ? = inconclusive; [ ] = remark or other dose. The call rests on the fitted dose curve; in most records, active means well fitted activation curve with a large enough effect; inconclusive means small, poorly fitted or top-dose-only effect; inactive means no such curve, though single readings can be large or run the other way. Potency means the concentration at half of the fitted maximal effect. This is a subset. The share of hits here may be higher or lower than overall.

SMILES	FUS suppressor	Abeta yeast res
CCOc1ccccc1CNC(=O)CCn1c(=O)c2cccn2c2ccc(F)cc21	0%	2%
Cc1ccc(S(=O)(=O)N(C)Cc2nc(-c3ccccc3)oc2C)cc1	29%	-8%
Cc1ccc(Cl)cc1N1CCN(C(=O)CCNS(=O)(=O)c2ccc3c(c2)CCN3C(=O)C2CC2)CC1	?	-14%
COc1cccc(-c2cn3c(n2)sc2cc(C(=O)NC4CCCCCC4)ccc23)c1	0%	1%
COc1ccc(Cl)cc1-n1c(/C=C/c2cccc3ccccc23)nc2ccccc2c1=O	37%	3%
COc1ccc(-c2nc(S(=O)(=O)c3ccc(Cl)cc3)c(NCc3ccccc3)o2)cc1	-9%	-9%
CCOc1ccc(S(=O)(=O)Nc2ccc(OC)c(Cl)c2)c2cccnc12	25%	-7%
Cc1ccc(CNC(=O)COCc2cc(-c3cccs3)on2)cc1	6%	6%
CCc1ccc2c(c1)c(=O)c(S(=O)(=O)c1ccc(F)cc1)cn2CC(=O)Nc1ccc(C)cc1C	-10%	-1%
Cc1cc(C(=O)Nc2cccc(C(F)(F)F)c2)c2c(C)nn(-c3cccc(F)c3)c2n1	15%	-20%
Cc1c(C(=O)NCCN(C)C)oc2c1-c1nn(Cc3ccccc3Cl)cc1CC2	28%	-23%
COc1ccc(CNC(=O)C(=O)Nc2ccccc2OC)cc1	6%	10%
N#C/C(=C\c1ccccc1)c1nc(-c2cc3cc(Br)ccc3oc2=O)cs1	5%	3%
CCOc1ccc(NC(=O)C2Cc3ccccc3N2C(=O)c2ccccc2)cc1 (centres undefined)	-6%	-9%
O=C(OCC1CCCO1)c1ccc2c(c1)N(Cc1cccc(F)c1)C(=O)c1ccccc1S2(=O)=O (centres undefined)	?	-14%

Exported comma-delimited: 2 of the compounds above
structure,FUS suppressor,Abeta yeast res
COc1ccc(CNC(=O)C(=O)Nc2ccccc2OC)cc1,6%,10%
N#C/C(=C\c1ccccc1)c1nc(-c2cc3cc(Br)ccc3oc2=O)cs1,5%,3%

New compounds follow
SMILES	FUS suppressor	Abeta yeast res
CCCn1c(NCc2ccc(N(CC)CC)cc2)nc2ccccc21	11%	-7%
CCN(C(=O)c1c(C)oc2ncnc(N3CCCCC3)c12)c1cc(C)ccc1C	-18%	-22%
CC(C)COc1ccc(C(=O)Nc2ccc(S(=O)(=O)Nc3ncccn3)cc2)cc1	-6%	-3%
CCOc1ccc(CCNC(=O)C2CCN(C(=O)c3cc4sccc4n3CC)CC2)cc1OCC	31%	-11%
Cn1cnc(S(=O)(=O)N2CCC(C(=O)Nc3ccc(F)cc3F)CC2)c1	-9%	-6%
COc1ccc2c(C)c(CCC(=O)NCCc3ccc(OC)c(OC)c3)c(=O)oc2c1	19%	0%
COC(=O)c1ccccc1NC(=O)N1CCc2c(sc3c2CCCC3)C1c1ccc(F)cc1 (centres undefined)	1%	-12%
Cc1ccc2oc(-c3ccc(C)c(NC(=O)C(C)(C)Oc4ccc(Cl)cc4)c3)nc2c1	-20%	6%
COc1ccc(-c2nsc(NC(=O)COc3ccccc3OC)n2)cc1	-2%	-6%
COc1ccc2c(c1)c1c(c(=O)n(-c3ccc(F)c(Cl)c3)c(=O)n1CC(N)=O)n2C	5%	-5%
Cc1ccc(CNC(=O)CCSCc2cnn(-c3ccccc3)c2-n2cccc2)cc1	37%	-3%
O=C(COc1ccccc1)Nc1nnc(SCc2cc(=O)n3cc(Cl)ccc3n2)s1	-9%	-12%
Cc1nnc(SCc2ccc(Cl)cc2)c2cc3occc3n12	?	-1%
COc1ccc(-c2cc(OC(=O)c3ccccc3C)c3c(C)oc(C)c3c(=O)c2)cc1	37%	8%
CCOc1ccc(Nc2c(S(=O)(=O)c3ccc(Cl)cc3)cnc3ccc(OCC)cc23)cc1	?	11%
N#Cc1cccc(NC(=O)C2CCN(c3ncccn3)CC2)c1	-6%	-8%
Cc1[nH]c2ccccc2c1C(c1ccccc1)c1cccs1 (centres undefined)	-1%	17%
O=C(Nc1ccc(Br)cc1)c1ccc(F)c(S(=O)(=O)N2CCCc3ccccc32)c1	29%	-18%
COc1cccc(NC(=O)CSC2=Nc3ccccc3C3=NC(CCC(=O)NCCc4ccccc4)C(=O)N23)c1 (centres undefined)	34%	14%
Cn1c(=O)oc2cc(S(=O)(=O)CCC(=O)NCc3ccc(Cl)cc3)ccc21	16%	-1%
CCn1cc(C(=O)NCCc2ccccc2)c(=O)c2cc(S(=O)(=O)N(C)C3CCCCC3)ccc21	-12%	-3%
CCOc1ccc(N2CC(NC(=O)c3ccc(S(=O)(=O)N4CCCC4)cc3)CC2=O)cc1 (centres undefined)	-2%	9%
CCCC(=O)Nc1cccc(-c2cn3c(C)csc3n2)c1	-3%	-3%
CSc1ncc(C(=O)N2CCN(c3ccc(F)cc3)CC2)c(C)n1	-4%	0%
Cc1cc(C)cc(NC(=O)Cc2csc(C)n2)c1	9%	2%
Cc1cccc(NC(=O)CN2C(=O)c3ccccc3Sc3ncccc32)c1C	9%	-11%
COc1ccc2sc(N(Cc3cccnc3)C(=O)c3ccco3)nc2c1	15%	-32%[inhibitor]
CCN(c1ccccc1)S(=O)(=O)c1nnc(NC(=O)c2ccccc2)s1	0%	-14%
O=C1CC(c2ccc(Br)cc2)c2c(ccc3ccccc23)N1 (centres undefined)	41%	-4%
CSc1ncc(Cl)c(C(=O)N(Cc2ccc(C)cc2)C2CCS(=O)(=O)C2)n1 (centres undefined)	27%	-7%
COc1ccc(-c2noc(CC(=O)Nc3ccc(Br)cc3C)n2)cc1	0%	-13%
CCN(CC)c1ccc2cc(-c3nc(-c4ccccc4F)no3)c(=O)oc2c1	-24%	1%
O=C(Nc1cc(Cl)cc(Cl)c1)c1ccc(F)c(S(=O)(=O)N2CCCC2)c1	24%	-2%
CCOC(=O)c1noc2ncn(Cc3cccc(C#N)c3)c(=O)c12	23%	-29%
CCCS(=O)(=O)c1nc(S(=O)(=O)c2ccc(C)cc2)c(NCC(C)C)s1	8%	-8%
COc1ccc(C(=O)Oc2c(Sc3ccccc3)c(C)nn2-c2ccccc2)c(OC)c1	40%	-8%
CSc1ncc(Cl)c(C(=O)Nc2c(C(=O)c3ccc(C)cc3)oc3ccccc23)n1	-1%	-3%
COc1ccc(C(=O)Nc2ccc(S(=O)(=O)N(Cc3ccccc3)c3ccccc3)cc2)cc1	6%	-1%
COc1ccc(N(CC(=O)NCc2ccccc2Cl)S(=O)(=O)c2c(C)nn(C)c2C)cc1	29%	-3%
O=C(Cn1c(=O)nc(-c2ccccc2)c2cc(Cl)ccc21)NCc1ccc(Cl)cc1	-7%	-2%
COc1c(Cl)cc(Cl)cc1C(=O)Nc1cccc2cccnc12	-14%	-21%
O=C(NC1CC1)c1ccc(Cn2c(SCc3ccccc3F)nc3cccnc32)cc1	9%	-6%
COc1ccc(Cc2nc3ccc(C(=O)NCc4ccccc4C)cc3o2)cc1	7%	-5%
CCCCCn1c(=O)[nH]c2cc(C(=O)Nc3cc(C)cc(C)c3)ccc2c1=O	-39%	-14%
Cc1c(Cl)cccc1-n1nc(C)c2c(C)cc(=O)n(CC(=O)N3CCCc4ccccc43)c21	27%	-20%

No new results follow: entries from further up.
SMILES	FUS suppressor	Abeta yeast res
COc1ccc(Cc2nc3ccc(C(=O)NCc4ccccc4C)cc3o2)cc1	7%	-5%
CCCCCn1c(=O)[nH]c2cc(C(=O)Nc3cc(C)cc(C)c3)ccc2c1=O	-39%	-14%
Cc1c(Cl)cccc1-n1nc(C)c2c(C)cc(=O)n(CC(=O)N3CCCc4ccccc43)c21	27%	-20%

Structures from the list above with a thiophene ring, fused or not:
SMILES	FUS suppressor	Abeta yeast res
Cc1ccc(CNC(=O)COCc2cc(-c3cccs3)on2)cc1	6%	6%
CCOc1ccc(CCNC(=O)C2CCN(C(=O)c3cc4sccc4n3CC)CC2)cc1OCC	31%	-11%
COC(=O)c1ccccc1NC(=O)N1CCc2c(sc3c2CCCC3)C1c1ccc(F)cc1 (centres undefined)	1%	-12%
Cc1[nH]c2ccccc2c1C(c1ccccc1)c1cccs1 (centres undefined)	-1%	17%

More entries
SMILES	FUS suppressor	Abeta yeast res
O=C(CSc1nnc(-c2ccccc2F)o1)Nc1ccccc1Cl	-1%	-14%
Cc1nnsc1C(=O)Oc1ccccc1Cl	-20%	-5%
COCCc1nn2c(=O)cc(COC(=O)COc3ccc(F)cc3)nc2s1	-5%	-26%
Brc1cccc(-c2nn(-c3ccccc3)c3c2cnc2cc4c(cc23)OCO4)c1	23%	-2%
COc1ccc(C(=O)N2CCc3cc(OC)c(OC)cc3C2COc2ccc3c(C)cc(=O)oc3c2)c(OC)c1 (centres undefined)	12%	7%
COc1ccccc1CNC(=O)c1cc2c(-c3ccc(Cl)cc3)nn(C)c2s1	?	-3%
COc1ccc(CNC(=O)C(=O)NCC(c2cccnc2)N2CCN(c3ccccc3)CC2)cc1 (centres undefined)	19%	8%
CCOC(=O)c1nnc2c(-c3ccc(F)cc3)c(C)nn2c1N	16%	-8%
CCC(C(=O)NCc1ccccc1)n1nc(C)c2sc3ccccc3c2c1=O (centres undefined)	-11%	-3%
CC(=O)c1cccc(NC(=O)C(C)n2c(=O)cc(-c3ccccc3)c3c(C)nn(C)c32)c1 (centres undefined)	-9%	-20%
O=C1c2oc3ccccc3c(=O)c2C(c2ccccc2F)N1Cc1ccc2c(c1)OCO2 (centres undefined)	-9%	7%
COc1ccc(-c2nc3ccccc3s2)cc1NC(=O)c1cc2ccccc2o1	1%	-11%
Cc1nc2sc(C(=O)N(C)c3ccccc3)c(NC(=O)c3ccccc3Cl)c2c(C)c1C	-6%	-8%
O=C(Cn1c(=O)n(CCCS(=O)(=O)C2CCCCC2)c(=O)c2ccccc21)Nc1ccc(F)c(Cl)c1	-18%	-17%
CC(=O)N1c2ccc(S(=O)(=O)NCC3CCC(C(=O)Nc4cc(C)ccc4C)CC3)cc2CC1C (centres undefined)	17%	-16%
CS(=O)(=O)N1CCc2cc(C(=O)Nc3ccc(Cl)c(C(F)(F)F)c3)ccc21	18%	-9%
CC(C)n1cnc(S(=O)(=O)N2CCCC(C(=O)NCc3ccccc3Cl)C2)c1 (centres undefined)	9%	-14%
Clc1cccc(-c2ccc(CNCCSc3nnnn3-c3ccccc3)o2)c1	8%	-4%
O=C(/C=C/c1ccccc1)N1CCN(Cc2cc(=O)n3nc(-c4ccccc4)sc3n2)CC1	-1%	-11%
Cc1nn(C)c2c1c(-c1ccccc1)cc(=O)n2Cc1ccccc1Cl	-15%	8%
COc1ccc(Cl)cc1NC(=O)c1c(NCc2ccc(C)o2)sc2c1CCC(C)C2 (centres undefined)	30%	18%
Cc1ccc(C)c(NC(=O)CSc2cn(CC(=O)N3CCCC3)c3ccccc23)c1	24%	-19%
Cc1cn(C)c(CC(=O)NCc2ccc(Cl)cc2)c1C(=O)O	11%	6%
COc1ccc(-c2nc3cc(NC(=O)COc4ccc(C)c(C)c4)ccc3o2)cc1	-20%	-10%
CC(=O)N1CCc2c(sc3nc(SCC(C)C)n(-c4ccc(F)c(Cl)c4)c(=O)c23)C1	-6%	-5%
CCCCN(CC)C(=O)Cn1cc2c(n1)-c1c(oc(C(=O)N3CCCC3)c1C)CC2	8%	20%
Cc1cccc(CSc2ccc3nnc(CCNS(=O)(=O)c4ccccc4)n3n2)c1	?	?
COCCNC(=O)c1sc2ncccc2c1-n1c(C)ccc1C	-9%	1%
O=C(Nc1ccccc1Cl)N1CCC2(CC1)Oc1ccccc1C(=O)N2Cc1ccc(F)cc1	-14%	12%
Cc1cc(C)cc(NC(=O)CN2C(=O)CSc3ccc(S(=O)(=O)N(C)C)cc32)c1	8%	-3%
COc1ccc(CCNC(=O)c2ccc3nc(CCc4ccccc4)oc3c2)cc1OC	4%	4%
COc1ccc(CCNc2nc(-c3ccc(F)cc3)cc(C(F)(F)F)n2)cc1OC	8%	-8%
O=C(C1CCN(S(=O)(=O)c2cccc3nonc23)CC1)N1CCN(c2cccc(Cl)c2)CC1	?	5%
CCOc1ccccc1CNC(=O)c1cc2c(=O)n(Cc3cccnc3)ccc2nc1C	20%	-11%
CCC(C)NC(=O)Cn1c(=O)n(-c2ccc(C)c(C)c2)c(=O)c2c(C)c(C(=O)N(CC)CC)sc21 (centres undefined)	-12%	-4%
Clc1ccc(-c2noc3ncnc(N4CCCCC4)c23)cc1	-3%	-8%
CCOc1ccc(Nc2nc(C)c(NC(=O)c3cccc(F)c3)c(Nc3ccc(OCC)cc3)n2)cc1	-2%	-16%
C=Cc1ccc(Cn2c(SCC(=O)N3CCN(c4ccc(F)cc4)CC3)nc3ccccc32)cc1	-4%	4%
CCOC(=O)C1CCN(c2cc3c(cc2NC(=O)c2ccc(Cl)cc2)n(C)c(=O)n3C)CC1	-17%	-2%
Cc1ccc(Cn2c(C(=O)O)c(CNC3CCCCCC3)c3ccc(C)cc32)cc1	3%	-2%
O=C(NCCc1ccccc1)c1cc(Nc2ccccc2)nc2ccccc12	-23%	-8%
CCC(CC)C(=O)N1CCc2cc(OC)c(OC)cc2C1COc1ccccc1OC (centres undefined)	28%	13%
Cc1ccc(NC(=O)C(=O)NCc2ccc(Cl)cc2)cc1	7%	-10%
Cc1ccc(NC(=O)CSc2nc(-c3ccco3)nc3cc(=O)[nH]n23)cc1C	?	-4%
Cc1ccc(-n2nc(C)c(C(=O)O)c2-n2cccc2)cc1	-1%	-5%
